PI5P4K alpha inh: PI5P4K alpha (human) kinase inhibition; actives 1.2% (n = 330,000); P48426; max response, %; PI5P4Kalpha enzyme, ADP-Glo luminescence, 60 min; active compounds read low; active = max response of -50% or lower; inconclusive = between -30% and -50%; inactive = -30% or higher; also: value at the top dose of about 77 µM; % is scaled to controls: 0 for no effect and ±100 for the full control effect
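ADP-Glo luminescence end-point read after a 60 min room-temperature kinase reaction of PI5P4Kalpha plus substrate, initiated with ATP at 5 microM final. Buffer: 0.038 M HEPES pH 7.4, EGTA, 0.1% CHAPS, 5% DMSO.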
aSyn yeast inh: inhibitors of alpha-synuclein toxicity in yeast; Yeast expressing alpha-synuclein, growth rescue, BacTiter-Glo, 24 h; Potency, µM (highest dose often 46.1 µM), inactives show at the top dose growth rescue (activation), hits mostly activators; actives 0.14% (n = 370,000); AID 652106; also: potency is read from the fitted curve at half-maximal effect; % of control where 0% means no effect; nearly all actives have a fitted effect of over 65% in size
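Readout is rescue of growth in alpha-synuclein-expressing yeast, so inhibitors of toxicity appear as activators. Growth after 24 hr at 30 deg C in galactose medium is quantified by luminescence.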
WRN helicase inh: blocks human WRN helicase | Q14191 | WRN helicase unwinding, fluorescent forked duplex, kinetic | Potency, µM (highest dose often 114 µM), for inactives: top-dose activity change, negative = inhibition, most hits filed as inhibitors | actives 0.46% (n = 360,000); also: potency is read from the fitted curve at half-maximal effect; % is scaled to controls: 0 for no effect and ±100 for the full control effect; nearly all actives have a fitted effect of over 55% in size
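WRN at 20 nM final was preincubated with compound for 15 min at room temperature; reaction started with 100 nM forked duplex oligonucleotide carrying fluorophore and quencher plus 2 mM ATP (final). Unwinding followed kinetically by red fluorescence (ex 525/em 598 nm).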
IL-2 act: activates IL-2 in a cell-based reporter assay; activation, % (series mostly up to about 46 µM); IL-2 activation reporter assay, cell-based qHTS; stimulated with anti-CD3/CD4/CD28 beads; in transgenic mouse T cells; actives 0.065% (n = 360,000); AID 652025; in the data active = activation above about 50%; inconclusive = mostly about 30% to 49%; also: 0% is about no effect
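First, unstimulated transgenic mouse T cells were exposed to compound for 60 min. Next, anti-CD3/anti-CD4-coated beads with anti-CD28 were added. Finally, after 18 h at 37 degrees C, EGFP and DsRed were imaged.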
FUS yeast rescue: suppressors of FUS proteinopathy in yeast | S. cerevisiae FUS-expressing, growth rescue, OD600, 24 h | Potency, µM (doses to about 76.6 µM), for the others: top-dose growth rescue (activation), hits mostly activators | actives 0.24% (n = 390,000);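 also: potency is read from the fitted curve at half-maximal effect; plate controls were DMSO vehicle for no effect and reference control for full effect; nearly all actives have a fitted effect of over 55% in size; some results filed as inactive show a strong effect at the top dose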
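Yeast expressing FUS under galactose induction, OD 0.005 in 2% galactose medium; compounds in a dilution series, 24 h at 30C. Growth rescue by absorbance at 600 nm; CP55940 positive control, DMSO negative.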
EPAC1 antagonist: blocks human EPAC1 exchange factor; O95398; EPAC1 GEF assay, Rap1b-BODIPY-GDP exchange fluorescence; Potency, µM (titrated, usually from 115 µM), for the others: at the highest dose activity change, negative = inhibition, most hits filed as inhibitors; actives 0.14% (n = 360,000);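 also: potency is read from the fitted curve at half-maximal effect; plate controls were vehicle for no effect and positive control for full effect; nearly all actives have a fitted effect of over 50% in size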
Target sequence (O95398 whole entry, looked up): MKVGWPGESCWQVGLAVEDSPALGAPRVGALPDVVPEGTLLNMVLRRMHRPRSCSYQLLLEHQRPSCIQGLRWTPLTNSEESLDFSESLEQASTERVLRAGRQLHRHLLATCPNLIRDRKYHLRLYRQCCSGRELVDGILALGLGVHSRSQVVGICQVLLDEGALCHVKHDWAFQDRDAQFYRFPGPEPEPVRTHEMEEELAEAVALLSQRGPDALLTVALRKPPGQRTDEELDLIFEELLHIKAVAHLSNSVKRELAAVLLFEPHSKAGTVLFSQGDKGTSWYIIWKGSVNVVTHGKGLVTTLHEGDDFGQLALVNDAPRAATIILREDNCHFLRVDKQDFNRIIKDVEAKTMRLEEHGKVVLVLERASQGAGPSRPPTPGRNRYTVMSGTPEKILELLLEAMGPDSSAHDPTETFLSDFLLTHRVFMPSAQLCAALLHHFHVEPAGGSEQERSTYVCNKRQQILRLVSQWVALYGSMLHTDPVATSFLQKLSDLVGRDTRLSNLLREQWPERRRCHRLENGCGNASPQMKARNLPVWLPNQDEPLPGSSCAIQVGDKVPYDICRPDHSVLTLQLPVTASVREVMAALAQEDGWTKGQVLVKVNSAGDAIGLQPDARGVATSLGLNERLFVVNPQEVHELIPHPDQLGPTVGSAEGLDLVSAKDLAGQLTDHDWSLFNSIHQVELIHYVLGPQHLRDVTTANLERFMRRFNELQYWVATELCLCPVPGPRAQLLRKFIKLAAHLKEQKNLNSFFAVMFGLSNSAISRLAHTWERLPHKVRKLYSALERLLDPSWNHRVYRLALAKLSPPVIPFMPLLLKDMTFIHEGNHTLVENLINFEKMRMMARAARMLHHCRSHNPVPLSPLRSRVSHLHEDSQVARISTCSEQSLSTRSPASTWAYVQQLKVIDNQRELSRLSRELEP
PLK1 PBD inh: inhibitors of human PLK1 polo-box domain binding; P53350; Plk1 PBD binding of FITC phosphopeptide, fluorescence polarization; Potency, µM, inactives show max response, negative = inhibition, usual class: inhibitors; actives 2.8% (n = 360,000); AID 720504; also: potency is read from the fitted curve at half-maximal effect; series mostly up to about 57 µM; % is scaled to controls: 0 for no effect and ±100 for the full control effect; nearly all actives have a fitted effect of over 65% in size
EPAC1 agonist: agonists of human EPAC1; EPAC1 agonist qHTS, biochemical assay; response scale: 100% = response to 6.5 mM cAMP; Potency, µM (highest dose often 154 µM), inactives show at the top dose activation, most hits filed as activators; actives 0.073% (n = 360,000); O95398; also: potency is read from the fitted curve at half-maximal effect; nearly all actives have a fitted effect of over 60% in size
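EPAC1 100 nM, Rap1B–BODIPY-GDP 250 nM, unlabeled GDP 50 uM; compound titration; 5 min RT; kinetic read ex480/em540 at 5-min intervals ×30 min; data normalized to 6.5 mM cAMP agonist control.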
Abeta rescue: A-beta toxicity reversal in yeast; Potency, µM (titrated, usually from 46.1 µM), for inactives: at the highest dose growth rescue, most hits filed as activators; yeast expressing A-beta42, growth rescue, OD600, 48 h; response scale: 0% DMSO, 100% iron-clioquinol control; actives 0.063% (n = 410,000); AID 1347071; also: potency is read from the fitted curve at half-maximal effect; nearly all actives have a fitted effect of over 55% in size
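Yeast A-beta toxicity model in growth medium with pinned compounds, 48 h at 30 C; growth read as absorbance at 600 nm. Normalized to FeCl3/clioquinol equimolar mix (positive) and DMSO (negative).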
* marks the source's active call; other numbers are inactive results; ? = inconclusive; . = not tested or not shown; [ ] = dose if it differs, or a comment. Unless noted, calls follow the shape of the dose curve; as a rule, active = well fitted curve in the direction sought with a large enough effect; inconclusive = small, poorly fitted or top-dose-only effect, or another doubt; inactive = no such curve, though single readings can be large; an effect the other way counts as inactive or inconclusive. Random draw from the library; any-hit rate near 4.1%.

SMILES	PI5P4K alpha inh	aSyn yeast inh	WRN helicase inh	IL-2 act	FUS yeast rescue	EPAC1 antagonist	PLK1 PBD inh	EPAC1 agonist	Abeta rescue
Cc1ccc2ncnc(Nc3cccc(C(=O)O)c3)c2c1	-19	0%	-1%	1.6	2%	-20%	?	-19%	-2%
Cc1ccc(S(=O)(=O)N(C)CC(=O)Nc2cccnc2)cc1	0	-7%	10%	0.3	9%	7%	-10%	3%	1%
NC(=O)c1c(N)sc2c1CCCCC2	?	-17%	-11%	-0.2	16%	12%	?	-5%	3%
CN(C)CCCNC(=O)c1cccc(-c2ccc3nncn3c2)c1	4	4%	0%	1.5	-8%	-15%	-7%	0%	-5%
Cc1ccc(CNC(=O)CCS(=O)(=O)c2ccc3c(c2)NC(=O)C(C)S3)cc1 (stereo not drawn)	0	-6%	-10%	-2.0	13%	-18%	-15%	4%	4%
Cc1cc(C)nc(NC2=NCCN2C(=S)Nc2ccc(C)c(C)c2)n1	2	-1%	7%	-1.3	0%	5%	-15%	9%	-9%
COCCNC(=O)CSc1cc(=O)n(C)c2cc(Cl)ccc12	7	-26%	-1%	-2.5	9%	6%	-10%	8%	4%
N#C/C(=C/c1ccccc1[N+](=O)[O-])c1nc(C2CC2)cs1	2	6%	-6%	-0.3	.	-3%	2%	9%	-16%
COCCCN1CN(S(=O)(=O)c2ccc(Cl)cc2)c2nc3ccccc3nc21	-7	11%	-9%	1.5	13%	-9%	-9%	1%	6%
CCOC(=O)C1Nc2c(F)cc(C)cc2C2c3ccccc3CC12 (stereo not drawn)	20	-31%[inhibitor]	-10%	-0.5	-26%	5%	-10%	-3%	-14%
COc1ccc(-c2noc(=O)n2Cc2ccc(C#N)cc2)cc1	-3	-2%	?	3.6	6%	-1%	-14%	5%	6%
CCOc1c(Br)cc(/C=C2\N=C(C)OC2=O)cc1Br	-16	-2%	2%	-2.8	-12%	0%	-24%	3%	-8%

Reprinted from the part before: 3 entries; new compounds follow.
SMILES	PI5P4K alpha inh	aSyn yeast inh	WRN helicase inh	IL-2 act	FUS yeast rescue	EPAC1 antagonist	PLK1 PBD inh	EPAC1 agonist	Abeta rescue
CCOC(=O)C1Nc2c(F)cc(C)cc2C2c3ccccc3CC12 (stereo not drawn)	20	-31%[inhibitor]	-10%	-0.5	-26%	5%	-10%	-3%	-14%
COc1ccc(-c2noc(=O)n2Cc2ccc(C#N)cc2)cc1	-3	-2%	?	3.6	6%	-1%	-14%	5%	6%
CCOc1c(Br)cc(/C=C2\N=C(C)OC2=O)cc1Br	-16	-2%	2%	-2.8	-12%	0%	-24%	3%	-8%
CCN(CC)S(=O)(=O)c1ccc(NCCc2ccccn2)nc1	2	-4%	-30%	0.1	-9%	-11%	1%	0%	-18%
CN(Cc1ccco1)C(=O)C1CCCN(c2ncnc3c2nc2n3CCCCC2)C1 (stereo not drawn)	2	1%	-6%	-0.5	-12%	-17%	-2%	-9%	-22%
CC(C)(C)NCC(O)(c1ccc(Cl)cc1)c1ccc(Cl)cc1	-20	-2%	-6%	-2.2	13%	-2%	-9%	2%	?
CC1CCC2(CC1)NC(=S)N(C(C)(C)C)N2 (stereo not drawn)	?	0%	-3%	-0.2	-9%	11%	6%	1%	-7%
CCN1CCCC1CNC(=O)C(=O)Nc1cccc(OC)c1 (stereo not drawn)	1	1%	1%	1.5	7%	12%	2%	3%	6%
CCn1c(C)nc2cc(C(N)=O)ccc21	-1	1%	-11%	-0.4	-27%	0%	-5%	14%	4%
CC1CCc2sc(C(=O)N/N=C/C3CCCCC3)cc2C1 (stereo not drawn)	4	-21%	-10%	-3.4	28%	4%	-13%	6%	-12%
CCS(=O)(=O)N1CCC(C(=O)N2CCN(c3ccccc3)CC2)CC1	.	0%	-3%	-1.1	-2%	5%	1%	-7%	16%
CC(NCC(=O)Nc1ccccc1C(=O)NC1CC1)c1ccco1 (stereo not drawn)	-1	2%	-13%	-0.3	2%	3%	5%	-5%	-16%
FC(F)(F)c1ccc(Oc2ccc3c(C(F)(F)F)cc(C(F)(F)F)nc3n2)cc1	.	0%	-3%	-2.1	11%	2%	-1%	4%	11%
O=C(CN1C(=O)NC2(CCCC2)C1=O)OCCOc1ccccc1	2	0%	8%	-2.9	0%	8%	-11%	-4%	4%
CCc1ccc(C(=O)Nc2cc(C)ccc2F)s1	-5	-14%	-13%[57.1 µM]	-1.5	11%	-23%	6%	4%	?
O=C1NC(=O)N(C2CCCCC2)CC1Br (stereo not drawn)	2	-1%	10%	0.9	-17%	7%	-8%	6%	-3%
Cc1ccc(S(=O)(=O)c2ccc(Cl)cc2)cc1S(=O)(=O)NC(C(=O)O)C(C)C (stereo not drawn)	-7	-2%	7%	-1.0	-17%	2%	-20%	11%	-3%
CCOC(=O)C(=O)N1CCN(c2ccccc2OC)CC1	3	-11%	14%	1.5	-1%	3%	6%	-8%	-23%
O=C(O)CCC(=O)Nc1ccc2c(c1)oc1ccccc12	.	2%	-6%	1.1	12%	8%	-5%	1%	7%
O=C1COc2ccc(-c3csc(NCC4CCCO4)n3)cc2N1 (stereo not drawn)	-3	3%	9%	-1.3	31%	5%	-12%	3%	12%
c1cc(-c2nnn(CCOCCn3nnc(-c4ccncc4)n3)n2)ccn1	4	0%	6%	-1.7	-6%	14%	3%	3%	-13%
CNc1nnc(CSc2nc(C)cc(C)n2)s1	2	-1%	-4%	1.2	-16%	-18%	-9%	11%	-3%
COCCN(C(=S)Nc1ccccc1C)C(C)c1cccnc1 (stereo not drawn)	-6	11%	-20%	0.9	.	6%	-13%	7%	3%
Cc1nn(C(C)C(=O)NC2CCC(C)CC2)c(=O)c2nn(-c3ccccc3)c(C)c12 (stereo not drawn)	-10	2%	9%	-4.8	21%	10%	-4%	-8%	2%
COc1cc([C@@H]2CC=C(C(=O)O)[C@H](c3ccc(C)cc3)N2S(=O)(=O)c2ccc(C)cc2)cc(OC)c1OC	-2	7%	2%	0.0	28%	-12%	-6%	-22%	4%
COC(=O)c1cc2ccsc2n1Cc1nc(-c2ccc(Cl)cc2)oc1C	12	6%	-4%	0.1	-3%	-10%	4%	-3%	-4%
CC(C)(C)c1ccc(C(=O)Nc2cccc(S(=O)(=O)NC3=NCCC3)c2)cc1	0	-4%	1%	-0.1	22%	-3%	4%	-7%	-14%
COc1cccc2ccc(CC(O)(c3ccccc3)c3ccccc3)nc12	4	-4%	-1%	-2.6	-8%	-8%	2%	-5%	1%
COc1ccc(C(=O)NC2CCc3ccccc32)cc1OC1CCN(C(C)=O)CC1 (stereo not drawn)	-1	9%	-25%	-2.7	.	0%	-12%	5%	-10%
Cc1ccc(C(=O)COC(=O)CNC(=O)C(c2ccccc2)c2ccccc2)cc1[N+](=O)[O-]	8	-1%	3%[57.1 µM]	-2.0	11%	-23%	-7%	1%	-11%
CC(=O)NC(=S)Nc1ccc(NC(=S)NC(=O)/C=C/c2ccco2)cc1	-17	-2%	3%[11.6 µM]	-0.6	28%	-15%	0%	1%	1%
FC(F)Sc1nc(-c2ccccc2)c(-c2ccccc2)n1C(F)F	0	-2%	-6%	-2.5	.	-19%	-3%	5%	-5%
O=C(c1ccc(N2CCCC2)c([N+](=O)[O-])c1)N1CCN(S(=O)(=O)c2ccc(Cl)cc2)CC1	1	1%	-10%	0.9	28%	-18%	3%	-2%	-6%
O=C(/C=C/c1ccc(O)cc1)c1ccccc1	-8	0%	6%	-0.3	8%	-18%	0%	-2%	-4%
CCN(CC)C(=O)C(=O)N/N=C/c1ccc(Cl)cc1Cl	-2	0%	6%	-2.1	11%	2%	-5%	2%	6%
CCOC(=O)c1cccnc1SCC(=O)Nc1ccc(C)cc1	-2	8%	-11%	-0.9	12%	-4%	-9%	2%	-7%
C=CCC1CCC/C(=N\NS(=O)(=O)c2ccc(C)cc2)C1 (stereo not drawn)	-4	0%	5%	0.2	0%	-9%	-22%	12%	21%
COc1ccc(OC)c(NC(=O)Nc2ccc3c(c2)OCO3)c1	-13	0%	-1%	0.0	20%	0%	-3%	-2%	15%
CC(=O)Nc1ccc(NC(=O)COc2ccc(-c3ccc(C#N)cc3)cc2)cc1	2	1%	5%	1.2	.	4%	-7%	10%	1%
N#C/C(=C\c1ccccc1)C(=O)NC1CC1	-1	9%	-9%	-0.4	-11%	?	-7%	8%	?
COc1ccc(CC(=O)n2nc(-c3ccc(Cl)cc3)nc2NCc2ccco2)cc1	.	4%	3%	-0.7	20%	14%	-8%	-4%	-11%
O=C(Cc1c(Cl)cccc1Cl)Nc1ccncc1	-7	2%	4%	0.0	38%	-14%	-9%	-2%	9%
COc1ccccc1NC(=S)NCc1cccs1	-2	-1%	8%	0.2	.	0%	-6%	-3%	-13%
Cc1nc(N2CCOCC2)[nH]c(=O)c1[N+](=O)[O-]	-9	-2%	3%	-2.2	-35%	1%	-13%	8%	-13%
COc1ccc(C(c2c(O)cc(C)oc2=O)c2c(O)cc(C)oc2=O)cc1	.	?	7%	-0.3	15%	4%	-28%	1%	-14%
Cc1ccc(S(=O)(=O)N2CCOCC2)cc1C(=O)N1c2ccccc2Sc2ccccc21	12	-5%	3%	-0.5	42%	-2%	-1%	10%	-6%
O=c1cnn(Cc2c(Cl)cccc2Cl)c2ccccc12	3	0%	-9%	-0.9	20%	-11%	-19%	0%	-14%
O=C(NCc1ccc(F)cc1)c1cc(C2CCCCN2S(=O)(=O)c2cccs2)on1 (stereo not drawn)	-1	6%	-2%	2.0	29%	-6%	9%	0%	6%
COc1ccc(C2=NN(S(C)(=O)=O)C(c3ccc4nccnc4c3)C2)cc1 (stereo not drawn)	-7	-2%	-7%	-1.7	.	-6%	-7%	12%	3%
